Source: PubChem
Autophagy mod – alters autophagy in cells; MEF GFP-LC3 puncta imaging; test concentration mostly 10 µM; calls only at 10 µM (by protocol); 190,000 compounds, 0.98% hits;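 active = percentage of spot-positive cells more than 3 SD above its plate mean, without a fluorescence outlier flag or 80% toxicity; inconclusive = no clear call, values can overlap the other calls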;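 also: spot-positive cell cutoff set from DMSO-treated cells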
Ins promoter up – MIN6 insulin promoter up-regulation | AID 1625 | MIN6 insulin promoter-GFP reporter, high-content imaging; stronger effect = higher value | 190,000 compounds, 0.3% hits | z-score at 5 µM;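 active = z-score above 3 at 5 µM with at least 500 cells counted in the well; inconclusive = wells under 500 cells, flagged as cytotoxic or low count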
b-catenin transl – beta-catenin nuclear translocation modulation; HeLa beta-catenin nuclear translocation, immunofluorescence imaging; nuclear translocation activity, % at 5 µM; 190,000 compounds, 0.3% hits; AID 1665;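 active = nuclear translocation activity above 50% at 5 µM, with a well cell count of 50 or more; inconclusive = wells under 50 cells across six images, flagged as toxic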;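 also: per-cell ratio of nuclear to cytoplasmic median beta-catenin stain intensity; plate controls were DMSO negative control for no effect and GSK-3 inhibitor IX positive control for full effect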
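Signal – beta-catenin immunofluorescence imaging with DAPI · Test system – human HeLa cell line · Dosing – 5 µM primary single dose, 0.1% DMSO, 0.02–20 µM confirmation series · Measure – % activation, nuclear-to-cytoplasmic median beta-catenin signal ratio per cell · Incubation – 24 h compound exposure at 37°C, 5% CO2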
NOD1 inhibition – inhibition of NOD1-driven NF-kB reporter – cell-based, luminescence, uHTS, primary screen (AID 1578). NOD1-driven NF-kB luciferase reporter cells, luminescence; higher % means a stronger effect. inhibition, % at 4 µM, or EC50 in µM where a hit was titrated. 290,000 compounds, 1% hits; in the data active = inhibition mostly above about 36%, no sharp cut-off; inactive = mostly below about 34%;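 also: HEK-293T reporter cells stimulated with the NOD1 agonist gamma-tri-DAP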
Yfh1-off respiration – enhancers of respiration in Yfh1-depleted yeast, dose response, Friedreich's ataxia, plus single-dose screen (AID 1465). S. cerevisiae Yfh1-off respiration, WST-1 reduction, 72 h; higher fold induction means a stronger effect. fold induction at 50 µM; hits with a dose series show EC50 in µM. 220,000 compounds, 0.074% hits;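 active = fold induction of absorbance versus untreated yeast above a set limit, then at least 30% activation at any dose in follow-up; inconclusive = repeats straddling the limit, or above it without dose testing; inactive = fold induction below the set limit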;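 also: activators that raise dye reduction in frataxin-depleted yeast; strong numbers were not always called active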
MT stabilize HCS – microtubule stabilizers in HeLa cells; HeLa tubulin immunostaining HCS, 24 h; share of cells brighter than vehicle mean+2SD; % tubulin-high responders, % at 10 µM; 200,000 compounds, 0.83% hits;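 active = plate Z-score above 3 for both tubulin-high and condensed-nucleus cell shares, with cell loss under 80%, at 10 µM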;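 also: anti alpha tubulin signal scored within the nucleus-defined area of each cell; some results filed as inactive read as strong as hits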
Dynein cargo inh – dynein cargo transport inhibition; z-score, hits read low; AID 1381; 3617.4 mouse cells, GR-EGFP nuclear translocation imaging; test concentration mostly 20 µM; stimulated with dexamethasone, 1 µM; stronger effect = lower value; 220,000 compounds, 0.47% hits;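 active = plate z-score of nuclear minus cytoplasmic receptor signal below a set negative limit, without overly bright fluorescence or cell loss, cut at about -3.5 in these data, passing the limit was not always enough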;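 also: z-score of nuclear minus cytoplasmic ring GR-EGFP intensity difference per well; some compounds called inactive have numbers as strong as hits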
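Buffer or medium: tet-free medium with charcoal-stripped serum / Also added: dexamethasone agonist, 1.0 µM final, for 30 min / Timing: induction 48 h, compound 1 h, agonist 30 min / Measured by: high-content fluorescence imaging after fixation / Read-out: nuclear-to-cytoplasmic GR-EGFP distribution per well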
NOD2 inhibition – NOD2 signaling inhibitors, cell-based, luminescence, uHTS, HEK293 (AID 1566). 290,000 compounds, 0.63% hits. one-dose inhibition, % at 4 µM; EC50 in µM for titrated hits. HEK293 NOD2/NF-kB luciferase reporter, luminescence; higher % means a stronger effect; in the data active = inhibition above about 50%; also: many of its hits are not listed in these tables
M17LAP inhibition – P. falciparum M17LAP inhibitors, primary screen, biochemical, fluorogenic H-Leu-NHMec substrate, 1536-well (AID 1619) | recombinant M17LAP, H-Leu-NHMec fluorogenic kinetic assay; higher % means a stronger effect | inhibition, % at 30 µM, or IC50 in µM where a hit was titrated | 220,000 compounds, 0.38% hits;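 active = compound inhibiting the enzyme by more than half at any dose during confirmatory dose-response retesting; inconclusive = strong single-dose inhibitors picked by rank but not retested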;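 also: plate controls were full reaction with DMSO carrier for no effect and no enzyme background for full effect; strong numbers were not always called active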
Dynein cargo inh cytoplasmic EGFP – also measured in Dynein cargo inh; calls as there; z-score; measured here: cytoplasmic GR-EGFP intensity; stronger effect = higher value
Dynein cargo inh nuclear GR-EGFP – further read-out of Dynein cargo inh, marked with its call; z-score; measured here: nuclear GR-EGFP intensity;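 lower value marks the stronger effect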
Dynein cargo inh cell count – also measured in Dynein cargo inh; calls as there; z-score; measured here: cell count per field
Ins promoter up cell count – also measured in Ins promoter up; calls as there; cell count; measured here: cytotoxicity, nuclei count;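 total cells summed across four imaged fields per well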
b-catenin transl cell count 5 µM – also measured in b-catenin transl; calls as there; cell count; measured here: cell count, cytotoxicity flag
MT stabilize HCS Hoechst-high % – recorded beside MT stabilize HCS, whose call it bears; % Hoechst-high responders; measured here: nuclear condensation Hoechst responders;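 share of cells brighter than vehicle mean plus two SD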
MT stabilize HCS cytotoxicity % – further read-out of MT stabilize HCS, marked with its call; toxicity, %; measured here: cytotoxicity by cell density;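 0% = mean cell density of plate MIN control wells and 100% = no cells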
Autophagy mod cell loss 18 h – also measured in Autophagy mod; calls as there; toxicity, %; measured here: cell loss, nuclei count;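 cell loss after 18 h compound exposure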
Active calls of the source: *; i = inactive; u = inconclusive; x = no result given. The list is partial (hit frequency here may not be typical).

Structure,Autophagy mod,Autophagy mod cell loss 18 h,Ins promoter up,Ins promoter up cell count,b-catenin transl,b-catenin transl cell count 5 µM,NOD1 inhibition,Yfh1-off respiration,MT stabilize HCS,MT stabilize HCS Hoechst-high %,MT stabilize HCS cytotoxicity %,Dynein cargo inh,Dynein cargo inh cytoplasmic EGFP,Dynein cargo inh nuclear GR-EGFP,Dynein cargo inh cell count,NOD2 inhibition,M17LAP inhibition
O=C(Cn1nc(-c2ccc3c(c2)OCCO3)ccc1=O)Nc1cccc(NC(=O)c2ccccn2)c1,i,10,-0.68,1144,0.9,1028,-42%,i,4.4,1.1,0.2,0.26,-0.22,0.21,0.88,4%,-3%
CC(=O)NC(NC(C)=O)c1cccc(OCc2ccccc2)c1,i,-9,0.51,1305,-2.2,565,-10%,i,6.9,1.8,7.4,0.46,-0.12,0.11,-1.7,12%,-21%
COc1ccc(/C=C/C(=O)OCc2cccc([N+](=O)[O-])c2)cc1,i,4,-0.2,1349,-2.0,1072,-21%,i,6.0,1.7,7.9,2.8,-0.16,1.3,-0.94,9%,8%
CC(C)NC(=O)COc1cccc2ccccc12,i,16,-0.49,1275,-1.0,988,-31%,i,5.3,1.5,8.0,0.68,-0.094,0.84,0.05,-2%,-2%
COc1ccccc1NS(=O)(=O)c1ccc(NN=C2CCCC2)c([N+](=O)[O-])c1,i,-3,-0.45,1145,-0.4,1129,43%,i,2.8,2.8,7.4,-0.33,-0.26,-0.22,0.56,31%,13%
O=C1CCCC(O)=C1C=Nc1ccc(O)cc1,i,-2,-0.83,1451,-5.1,1083,-12%,i,1.1,0.8,1.1,-0.29,-0.17,-0.021,0.31,16%,-7%
COC(=O)c1ccccc1NC(=O)CN1CCOCC1,i,3,-0.46,1597,-0.7,1368,x,i,2.0,1.6,0.7,-0.74,-0.37,-0.19,0.38,18%,16%
COc1cc(C(=O)Nc2sc3c(c2C(=O)NCc2ccco2)CCCC3)cc(OC)c1OC,i,20,-2.1,869,x,x,x,i,i,x,100,-0.32,-0.22,0.13,0.16,x,0%
O=[N+]([O-])c1ccc(OCC(O)CN(CCO)CCO)cc1 (stereo not given),i,1,-0.05,1373,-1.3,941,-38%,i,3.4,2.5,6.4,0.31,-0.24,0.23,0.4,3%,11%
CCNc1oc(COc2cccc(C)c2)nc1C#N,i,-12,0.03,1139,-3.4,995,-40%,i,4.1,2.5,6.5,-0.88,-0.26,-0.27,1.6,-16%,3%
Fc1ccc(C2CC(c3ccco3)=NN2c2ccccc2)cc1 (stereo not given),i,-28,3.5*,1256*,-2.9,1411,-31%,i,3.3,1.7,8.1,0.64,-0.25,1.1,0.4,-72%,5%
COc1ccc(S(=O)(=O)N2CCN(S(=O)(=O)c3ccc4c(c3)OCCO4)CC2)cc1C,i,4,0.14,1261,-3.9,1150,-12%,x,2.9,1.9,14,-1.5,-0.24,-0.57,3.2,1%,3%
O=[N+]([O-])c1cccc(/C=N/Nc2nc(NCc3ccccc3)nc(N3CCOCC3)n2)c1O,i,17,0.71,1421,1.1,1523,-8%,51µM*,10,14,24,-1.2,-0.18,-0.77,0.56,11%,-9%
Nc1cc(=O)[nH]c(SCC(=O)Nc2cc([N+](=O)[O-])ccc2Cl)n1,i,3,0.7,1065,-0.2,1081,-20%,i,2.3,1.3,14,1.2,-0.18,0.12,-0.049,12%,2%
COCCn1c(C(=O)N2CCCC2)cc2c1C[C@H]1CN(C(=O)c3ccccc3)[C@@](Cc3ccc(F)cc3)(C(=O)OC)[C@@H]21,i,-6,-0.7,1150,x,x,3%,i,2.4,1.4,1.0,-0.53,-0.25,0.25,0.11,15%,-26%
CCOC(=O)c1ccc(Nc2nnc(C(C)(C)C)c(=O)[nH]2)cc1,i,2,1.2,1304,2.2,1507,-16%,i,9.2,3.8,3.1,0.31,0.26,0.38,0.21,-25%,-17%
Cc1nc(-c2ccccn2)nc(SCC(=O)N2CCOCC2)c1Cl,x,x,-0.14,999,-0.5,1279,3%,i,x,x,x,-0.0094,-0.27,0.4,0.52,-2%,-5%
Cc1ccc(-n2c(Cn3ncc4ccccc4c3=O)n[nH]c2=S)cc1,i,-25,0.9,1580,-2.9,1095,-17%,i,3.0,0.8,4.4,0.87,-0.23,0.66,-0.78,8%,8%
CCOCCCNC(=O)C(=O)NCCCOCC,i,-7,-0.55,1441,0.2,1080,-18%,i,1.9,1.4,7.9,-0.44,-0.25,-0.34,0.83,1%,-12%
Cc1cc(NC(=O)Cn2c(=O)n(Cc3ccccc3)c(=O)c3ccccc32)no1,i,2,1.3,1348,-3.1,1423,17%,x,5.8,1.9,3.6,-0.9,-0.14,-0.3,0.17,7%,8%
COc1ccc(-c2csc(NC(=O)COC(=O)Cc3ccc(Cl)cc3Cl)n2)cc1,i,5,0.79,1486,0.5,1065,-25%,i,6.2,2.3,8.6,-0.32,-0.17,-0.4,-0.22,-44%,0%
Cc1ccc(N(CC(O)CN2CCCCC2)S(=O)(=O)c2ccccc2[N+](=O)[O-])cc1 (stereo not given),i,26,x,x,0.1,1038,-18%,i,3.2,1.6,14,-0.024,-0.23,0.088,0.28,4%,6%
CCOC(=O)NC(=O)c1cn(Nc2ccccc2)c(=O)[nH]c1=O,x,x,0.53,1356,-3.3,1189,-14%,i,x,x,x,0.41,-0.26,0.18,-0.06,-7%,-4%
CN(C)C(=O)C1CCC(=O)N1Cc1cccs1 (stereo not given),i,15,1.1,1531,-1.4,994,-29%,i,3.1,2.5,11,0.94,-0.29,0.5,-0.11,8%,-1%
CN(C)CCN(C)Cc1ccc2c(c1)Cc1ccccc1-2,x,x,-0.64,1255,5.4,716,-14%,x,x,x,x,x,x,x,x,0%,x
Cn1ncc([N+](=O)[O-])c1C(=O)Nc1nccs1,i,-1,0,1389,1.6,881,-16%,i,3.6,2.3,4.8,0.89,-0.23,0.063,-0.74,9%,0%
COc1cc(OC)cc(C(=O)NCC(=O)N2CCCCC2)c1,i,-9,0.33,1223,-4.1,1014,-12%,i,1.7,1.6,12,-0.34,-0.22,-0.045,0.28,12%,11%
Cc1ccc(-c2nnc(C)c(N3CC(C)OC(C)C3)n2)cc1 (stereo not given),i,3,-0.47,1657,0.8,1399,-10%,i,0.6,2.0,6.8,-0.15,-0.35,0.11,0.32,-17%,-6%
CCC(C)(C)n1nnnc1C(c1ccc(C)cc1)N(Cc1ccco1)Cc1cccs1 (stereo not given),i,99,-1.3,822,-0.3,1143,18%,i,4.0,2.1,13,0.39,0.0051,0.055,1.4,-18%,-2%
Cc1ccc(C)c2[nH]c(=O)c(CN(CCN3CCOCC3)Cc3nnnn3CC3CCCO3)cc12 (stereo not given),i,-3,-0.45,1161,-4.3,888,-15%,i,4.4,3.7,5.0,2.8,-0.25,1.3,-1.7,5%,13%
CC1(C(=O)NC2CCCC2)CCC(=O)N1Cc1ccccc1 (stereo not given),i,-17,0.52,1381,-1.4,856,18%,i,2.9,2.8,1.3,-0.7,-0.16,-0.3,0.26,16%,7%
O=c1[nH]c2ccccc2nc1N1CCOCC1,i,-2,-0.33,1549,1.8,1475,-18%,i,1.9,1.5,5.9,-0.36,-0.19,-0.093,0.73,-5%,16%
CCCOC(=O)/C(C(N)=NCc1ccccc1)=C(\O)OCCC,i,-2,-0.38,1172,x,x,x,i,2.2,2.7,24,-0.71,0.17,0.13,-0.29,18%,3%
O=C(O)c1n[nH]c2ccccc12,i,-2,-0.02,1895,-1.3,1117,2%,i,2.2,5.1,10,-0.15,0.078,-0.018,1.7,14%,-3%
Cc1ccc(NC(=O)c2ccco2)c(NC(=O)C2CCCO2)c1 (stereo not given),i,-19,0.18,1583,-3.2,999,-47%,i,1.6,1.3,2.7,-0.023,-0.17,-0.0041,0.16,5%,1%
O=C(CCSc1nc(-c2ccco2)cc(C(F)(F)F)n1)N1CCN(c2ccccn2)CC1,i,-2,0.4,1276,-0.2,966,x,i,3.6,2.6,7.0,1.1,-0.24,0.38,-0.027,-3%,3%
COc1ccc(-c2ccc(CCC(=O)O)n2NC(=O)c2ccc(O)cc2)cc1,i,-19,0.56,1480,-4.1,982,-17%,i,4.8,1.8,7.2,0.28,-0.3,0.07,0.39,-14%,-4%
CCCCCCCCCOC(=O)C[n+]1csc(CCO)c1C,i,4,-0.48,1888,0.6,1028,-11%,u,1.2,2.4,11,-0.38,-0.22,-0.71,0.67,21%,9%
